Screening data (PubChem BioAssay)
HEK cytotox: cytotoxic compounds in HEK 293 cells; HEK 293 viability, ATP luminescence (CellTiter-Glo), 48-72 h; Potency, µM (top dose mostly 115 µM), inactives show top-dose activity change, negative = cytotoxicity, actives largely listed as inhibitors; 94,000 compounds, 6.6% hits; AID 1345083; note: potency is the fitted concentration of half-maximal effect; nearly all actives have a fitted effect of over 60% in size
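Read-out: CellTiter-Glo ATP luminescence. Cells: HEK 293, 250 cells/well. Exposure: 48 or 72 hr, 37 degree Celsius.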
Luciferase inh: inhibitors of firefly (Photinus pyralis) luciferase; P08659; purified P. pyralis luciferase, luminescence, biochemical; Potency, µM (titrated, usually from 115 µM), for inactives: at the highest dose activity change, negative = inhibition, most hits filed as inhibitors; 76,000 compounds, 2.5% hits; AID 1347043; note: potency is the fitted concentration of half-maximal effect; nearly all actives have a fitted effect of over 65% in size
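Purified 10nM P. pyralis luciferase with 10uM D-luciferin and 10uM ATP in 50mM Tris acetate pH 7.5, 10mM Mg acetate, 0.01% Tween-20, 0.05% BSA. qHTS titration; luminescence read by CCD imager.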
HEK293 viab: counter-screen for SNCA expression inhibitors: cell viability | HEK-293-SNCA-luc viability, GF-AFC fluorescence, 24 h | Potency, µM (series often up to 57.1 µM), for the others: at the top dose activity change, negative = cytotoxicity, usual class: cytotoxic | 150,000 compounds, 0.12% hits | AID 1671193;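 note: potency is the fitted concentration of half-maximal effect; 0% = DMSO-treated cells and -100% = medium-only wells without cells; nearly all actives have a fitted effect of over 30% in size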
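HEK-293-SNCA-luc cells (1500/well) plated 24 h, then exposed 24 h to a dilution series; GF-AFC added 30 min at 37C, fluorescence 405/540 nm; normalised to medium-only and DMSO wells, Hill fit.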
GPT2 inhibitor: inhibitors of human GPT2 alanine aminotransferase; Q8TD30; Recombinant GPT2, coupled pyruvate oxidase/HRP Amplex Red fluorescence; Potency, µM (series often up to 57.7 µM), without a hit: at the highest dose activity change, negative = inhibition, hits mostly inhibitors; 100,000 compounds, 0.25% hits; AID 1671188; note: potency is the fitted concentration of half-maximal effect; nearly all actives have a fitted effect of over 60% in size; many of its hits are not listed in these tables
Target sequence (Q8TD30 whole entry, looked up): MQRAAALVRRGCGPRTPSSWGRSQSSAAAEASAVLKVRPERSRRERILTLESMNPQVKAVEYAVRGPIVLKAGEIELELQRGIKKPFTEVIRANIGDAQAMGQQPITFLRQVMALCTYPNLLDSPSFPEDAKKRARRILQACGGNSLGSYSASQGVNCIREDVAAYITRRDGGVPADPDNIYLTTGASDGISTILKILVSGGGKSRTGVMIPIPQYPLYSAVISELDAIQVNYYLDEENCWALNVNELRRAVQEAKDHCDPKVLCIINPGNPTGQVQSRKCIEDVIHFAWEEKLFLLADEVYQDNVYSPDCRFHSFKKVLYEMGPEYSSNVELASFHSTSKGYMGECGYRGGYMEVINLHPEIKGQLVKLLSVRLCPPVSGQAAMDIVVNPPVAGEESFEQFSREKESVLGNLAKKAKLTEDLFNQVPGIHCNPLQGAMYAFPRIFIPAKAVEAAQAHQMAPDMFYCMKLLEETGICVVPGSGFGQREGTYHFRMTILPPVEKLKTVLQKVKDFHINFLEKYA
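Fluorescence read-out: pyruvate from GPT2 turnover coupled to pyruvate oxidase, HRP and Amplex Red (0.2mM ThPP, 0.2U/mL PO and HRP, 50uM Amplex final). Substrates 250uM a-KG, 2mM L-alanine; enzyme 10ng/uL; 30 min RT.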
IP6K1 inhibitor: blocks human inositol hexakisphosphate kinase 1 | IP6K1 kinase, ADP-Glo luminescence, 2 h; active compounds read low | activity change, % (series mostly up to about 58 µM) | 140,000 compounds, 0.81% hits | AID 1645851; in the data active = activity change below about -25%
Target sequence (Q92551 whole entry, looked up): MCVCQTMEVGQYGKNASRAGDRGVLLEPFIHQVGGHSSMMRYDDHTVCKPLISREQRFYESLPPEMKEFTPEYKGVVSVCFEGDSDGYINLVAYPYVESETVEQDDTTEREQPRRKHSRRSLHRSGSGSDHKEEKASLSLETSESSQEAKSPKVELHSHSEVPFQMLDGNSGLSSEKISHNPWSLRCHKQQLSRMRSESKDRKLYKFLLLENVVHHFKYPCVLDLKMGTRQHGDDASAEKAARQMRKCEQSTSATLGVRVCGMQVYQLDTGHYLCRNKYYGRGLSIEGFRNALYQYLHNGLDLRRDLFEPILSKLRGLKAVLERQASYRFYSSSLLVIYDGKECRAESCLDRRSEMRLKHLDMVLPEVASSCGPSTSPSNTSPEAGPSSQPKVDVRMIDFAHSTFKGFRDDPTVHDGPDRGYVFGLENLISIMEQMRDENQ
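ADP-Glo luminescence measures ADP made by human IP6K1 during a 2 h RT reaction with ATP/IP6 (mix at 1.3 mM/130 uM); top library doses 57.5 and 19.1 uM final.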
3T3 cytotox: cytotoxic compounds in NIH 3T3 cells. NIH 3T3 viability, CellTiter-Glo ATP luminescence, 48-72 h. Potency, µM (top dose mostly 96.7 µM), for the others: at the highest dose activity change, negative = cytotoxicity, usual class: inhibitors. 94,000 compounds, 4.3% hits. AID 1345082; note: potency is the fitted concentration of half-maximal effect; nearly all actives have a fitted effect of over 55% in size
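Cells were seeded at 400 per well, treated with pin-transferred compound, and kept 48 or 72 hr at 37 °C before CellTiter-Glo addition and luminescence imaging of cellular ATP.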
SNCA expr inh: SNCA gene expression inhibition; HEK-293 SNCA-luciferase knock-in, luminescence, 24 h; Potency, µM (top dose mostly 57.2 µM), inactives show at the highest dose activity change, negative = inhibition, usual class: inhibitors; 140,000 compounds, 0.17% hits; AID 1671194;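 note: potency is the fitted concentration of half-maximal effect; plate controls were DMSO cells for no effect and cell-free wells for full effect; nearly all actives have a fitted effect of over 45% in size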
The depositor's hits bear a star; i = inactive; ? = inconclusive; / = not tested or not shown; [ ] = another dose, or the depositor's remark. Unless noted, calls come from the whole dose curve; as a rule, active = well fitted curve in the direction sought with a large enough effect; inconclusive = small, poorly fitted or top-dose-only effect, or another doubt; inactive = no such curve, though single readings can be large; an effect the other way counts as inactive or inconclusive. Unless noted, % is set by controls: 0 for no effect and ±100 for the full control effect. An excerpt; count on the stated rates, not on these rows.

SMILES	HEK cytotox	Luciferase inh	HEK293 viab	GPT2 inhibitor	IP6K1 inhibitor	3T3 cytotox	SNCA expr inh
CC(=O)N1CCC2(CC1)OC(=O)N(Cc1ccccc1)C2(C)c1ccccc1 (stereo not drawn)	-23%[172 µM]	-1%[172 µM]	8%[87.6 µM]	2%[88.5 µM]	27	25µM*	14%[87.6 µM]
Nc1nc(C2CC(O)C2)cc(N2CCCN(Cc3ccccn3)CC2)n1 (stereo not drawn)	?	1%	-12%	4%	0	-20%	-4%
CCOc1ccc(C(=O)Nc2ccccc2OCc2cc(=O)n3ccccc3n2)cc1	/	/	-5%	/	-14	/	3%
Cc1ccc2oc(C(=O)Nc3nnc(CC(C)C)s3)cc(=O)c2c1	/	/	3%	/	25	/	33%[activator]
CCNC(=O)CC1CCN(S(C)(=O)=O)C1 (stereo not drawn)	-5%	-3%	-1%[12.5 µM]	i	8	i	3%
N[C@H](Cc1c[nH]c2ccccc12)C(=O)O	/	/	-19%[23.9 µM]	i	-8	/	-19%[25.6 µM]
Cc1cc2ncc(C(=O)NC3CCCCC3C)cn2n1 (stereo not drawn)	-3%[172 µM]	/	-2%[87.6 µM]	-8%[88.5 µM]	-1	i	-1%[87.6 µM]
CC(=O)N1CCC(Cc2ccc(C(=O)NC3CCN(Cc4ccccc4)CC3)cc2)CC1	?	-9%	3%	5%	-10	?	0%
CCc1cccc(C)c1NC(=O)c1cc(S(=O)(=O)NCc2ccccc2Cl)ccc1F	/	/	-7%	/	13	/	?
O=C(c1ccc(F)cc1)N1CCN(C(=O)c2cccc(-c3ccccn3)c2)CC1	?	/	-8%[12.5 µM]	i	0	-34%	-4%
Cc1nn(-c2ccccc2)c2c1C(C1CC1)N(C1CCCN([S+](=O)([O-])c3c(C)noc3C)C1)C2=O (stereo not drawn)	-20%	/	/	/	2	-22%	/
Cc1cn2nc(C(=O)Nc3ccc(OC(F)(F)F)cc3)cc2c(N2CCSCC2)n1	?	-12%	7%	-4%	-9	?	9%

Carrying on:
SMILES	HEK cytotox	Luciferase inh	HEK293 viab	GPT2 inhibitor	IP6K1 inhibitor	3T3 cytotox	SNCA expr inh
CC(C)c1ccc(S(=O)(=O)NCc2nc3cccnc3n2Cc2ccc(F)cc2)cc1	/	/	-3%	/	-1	/	5%
CN1CC2(CCN(C(=O)NC(C)(C)C)CC2)CC1C(=O)N1CCOCC1 (stereo not drawn)	0%	-11%	11%	2%	-5	-8%	-3%
c1ccc(-c2ccnc(NCC(c3ccncc3)N3CCOCC3)n2)nc1 (stereo not drawn)	-12%	-3%	-9%	-9%	27	-20%	-22%
Cc1ccsc1CN1CCCCCNC(=O)CC1c1ccccc1 (stereo not drawn)	?	7%	-2%	-17%	-6	?	-14%
Cc1nc(CCNC(=O)C2CCCCC2)no1	-1%	2%	2%	i	6	4%	-6%
COc1ccc2c(c1)c1c(c(=O)n(Cc3ccccc3)c(=O)n1CC(=O)NCc1ccccc1)n2C	/	/	2%	/	2	/	-34%
COc1ccc(OC)c(NC(=O)Nc2cccc(OCc3cc(=O)n4cc(C)ccc4n3)c2)c1	/	/	6%	/	0	/	26%
O=C(NCCn1cc(SCc2ccc(C(F)(F)F)cc2)c2ccccc21)c1cccs1	/	/	-22%	/	34	/	?
Cc1cccc(NC(=O)Cn2c(=O)n(CCCS(=O)(=O)C3CCCCC3)c(=O)c3ccccc32)c1	/	/	-4%	/	-4	/	-19%
O=C(c1ccc2c(=O)n(CCc3ccccc3)c(=O)[nH]c2c1)N1CCN(c2ccc(F)cc2)CC1	/	/	4%	/	-15	/	10%
Cc1ccc2nc(COc3ccccc3NC(=O)COc3ccc(F)cc3)cc(=O)n2c1	/	/	4%	/	29	/	-18%
COc1cc(OC)c(N(C)C(=O)c2cc3c(s2)-c2ccccc2OC3)cc1Cl	/	/	12%	/	19	/	1%

(next part)
SMILES	HEK cytotox	Luciferase inh	HEK293 viab	GPT2 inhibitor	IP6K1 inhibitor	3T3 cytotox	SNCA expr inh
CCC(=O)N1CCc2cc(Br)cc(S(=O)(=O)CCC(=O)NCCc3ccc(Cl)cc3)c21	/	/	4%	/	6	/	44%[activator]
CC1=C(c2ccc(C)c(C)c2)S(=O)(=O)N(Cc2ccc(C(=O)NCc3ccccc3F)cc2)C1=O	/	/	8%	/	10	/	11%
CCN(CC)Cc1cnc2c(C(=O)N3CCCC(CCCO)C3)cnn2c1 (stereo not drawn)	-3%	3%	5%	0%	-16	-2%	-5%
O=C(c1ccc(Cl)nc1)N1CCCC(C(=O)N2CCC(N3CCCC3=O)CC2)C1 (stereo not drawn)	1%	/	2%	?	-7	-6%	-9%
CN(C)c1cc(N2CCCC(NS(=O)(=O)C3CC3)C2)ncn1 (stereo not drawn)	4%	-5%	-8%	-30%	6	-7%	-18%
CN(C(=O)CCc1nc2ccccc2[nH]1)C1CCc2nn(C)c(=O)n2CC1 (stereo not drawn)	i	-11%	16%	i	-9	-6%	9%
CCCN(CCC)c1nn2c(=O)c(C(=O)NCc3cccc(OC)c3)cnc2s1	/	/	-3%	/	10	/	-16%
COCCCNC(=O)CN1CCCc2nc(-c3ccncc3)ncc2C1=O	0%	-3%	9%	i	12	-11%	8%
O=C(NCc1ccccc1Cl)c1ccc(NC(=O)N2CCCCc3ccccc32)cc1	/	/	-6%	/	0	/	-20%
CCOC(=O)CC(=O)N1CCC2(CC1)[C@H](C(=O)OCC)[C@@H](O)C(=O)N2Cc1ccccc1	0%	/	/	/	3	?	/
Cc1cccc(NC(=O)CN2C(=O)c3ccccc3Sc3ncccc32)c1C	/	/	3%	/	12	/	9%
O=C(NCc1ccc(S(=O)(=O)c2cc(F)cc(F)c2)cc1)c1ccc2nccn2c1	/	/	3%	3%	-14	/	/

Carrying on.
SMILES	HEK cytotox	Luciferase inh	HEK293 viab	GPT2 inhibitor	IP6K1 inhibitor	3T3 cytotox	SNCA expr inh
Fc1cccc(F)c1-c1nc(-c2ccncc2)no1	/	/	0%	/	-10	/	73%[activator]
O=C(Cc1c[nH]c(=O)[nH]c1=O)NC(c1cnc2ccccc2c1)C1CC(O)C1 (stereo not drawn)	-23%	0%	3%	-27%	23	-2%	-9%
COc1ccccc1Cc1nc2ccccc2nc1SCC(=O)N1CCN(c2ccccc2)CC1	/	/	6%	/	-18	/	-19%
CCOc1ccc(NC(=O)c2ccc3c(c2)N(C)C2CCCCN2C3=O)cc1 (stereo not drawn)	?	?	7%[12.5 µM]	2%	-8	?	63%[activator]
CCC(C)NC(=O)CCC(=O)N1Cc2ccccc2Oc2ncccc21 (stereo not drawn)	/	/	1%	/	12	/	29%
COc1ccc(CCN2Cc3cc(NC(=O)c4ccc(F)cc4F)ccc3OC(C)C2=O)cc1 (stereo not drawn)	?	-14%	5%	-19%	24	?	14%
COC(=O)N1CC(CN2C(=O)c3c(c(C)nn3-c3ccccc3)C2C)C1 (stereo not drawn)	-8%	/	/	/	14	-18%	/
CCc1ccc(OCC(=O)N(Cc2ccc(C)cc2)Cc2ccco2)cc1	/	/	10%	/	-11	/	-5%
COCC(=O)N[C@H]1CC[C@]2(C)CC[C@@H]([C@H](C)C(=O)NCc3cccs3)[C@H](O)[C@H]2[C@@H]1C	-3%	3%	6%	-1%	-8	-6%	5%
CC(C)c1noc(-c2cccn3c(CNC(=O)CC4CCCCC4)nnc23)n1	4%	10%	7%	?	19	-6%	24%
Cc1nn(C)c(C)c1CCC(=O)N1CCN(c2ccc(C#N)cc2)C(=O)C1	3%	-5%	8%	-20%[11.5 µM]	-5	0%	-6%
COCCN1Cc2[nH]nc(-c3cc(OC)ccc3OC)c2CC1=O	-25%[172 µM]	-10%[172 µM]	1%[87.6 µM]	i	5	?	21%[87.6 µM]

Next section
SMILES	HEK cytotox	Luciferase inh	HEK293 viab	GPT2 inhibitor	IP6K1 inhibitor	3T3 cytotox	SNCA expr inh
Cc1ccc2c(CC(=O)N(Cc3ccc(Cl)cc3)Cc3ccco3)coc2c1	/	/	17%	/	-13	/	-29%
Cn1cc(CN[C@H]2[C@H](O)[C@H](O)C[C@@H]2c2cccnc2)cn1	-3%[230 µM]	2%[230 µM]	-18%[87.6 µM]	-4%[88.5 µM]	1	-2%[230 µM]	1%[87.6 µM]
CC1CCc2noc(NC(=O)c3ccccc3[N+](=O)[O-])c2C1 (stereo not drawn)	/	/	-15%	/	-9	/	42%[activator]
O=C(CN1CC2CC(C1)[C@H]1CCCC(=O)N1C2)NCc1cccs1 (stereo partly drawn)	6%	8%	10%	1%	40	5%	9%
CCN(CC)C(=O)N1CCCCCCNC(=O)[C@@H]2C[C@@H](c3nc(-c4cccnc4)no3)C[C@@H]21	-16%	-10%	?	i	2	?	?
COCC(=O)N1CCCn2cc(-c3cccc(C#N)c3)nc21	?	-22%	-7%	i	2	0%	15%
N#Cc1ccc(S(=O)(=O)N2CCC(Oc3cccc(C(F)(F)F)c3)CC2)cc1	/	/	12%	/	-1	/	2%
COc1ccccc1Nc1ccnc(N2CCCC2C(=O)N2CCOCC2)n1 (stereo not drawn)	-8%	/	-5%	i	13	-25%	8%
CCN1C(=O)C2(CCN(S(=O)(=O)c3ccc4c(c3)OCCO4)CC2)c2ccccc21	?	7%	9%	1%	1	-7%	-24%
COc1cc(C(=O)N2CCC(Cc3nc(-c4ccc(F)cc4)no3)CC2)cc(OC)c1OC	?	3%	10%	i	1	?	-19%
Cc1cccc(Nc2cc(C)nc3nc(-c4ccccc4)nn23)c1	/	/	5%	/	-7	/	24%
O=C(NC1CCN(CCn2nc3n(c2=O)CCCC3)C1)c1ccncc1 (stereo not drawn)	i	/	/	/	-11	i	/

Following part.
SMILES	HEK cytotox	Luciferase inh	HEK293 viab	GPT2 inhibitor	IP6K1 inhibitor	3T3 cytotox	SNCA expr inh
O=C(NC1CC(=O)N(c2ccc(Cl)cc2)C1)C1CCCCC1 (stereo not drawn)	/	/	-2%	/	8	/	-10%
O=C(Cc1ccc(F)cc1)N1CCN(c2nccc(Nc3ccccc3Cl)n2)CC1	40µM*	/	-3%	i	-9	28µM*	-10%
CC(C)Oc1ccc(-c2noc(-c3nnn4c3COC(c3ccc(F)cc3)C4)n2)cc1 (stereo not drawn)	5%	-8%	-4%	i	-9	-12%	-28%
Cc1cnc(C(=O)NCCc2ncc(C)n2C2CCC2)cn1	-9%	0%	-14%	i	0	-24%	-3%

An excerpt from above in order of length of the SMILES, lowest first:
SMILES	HEK cytotox	Luciferase inh	HEK293 viab	GPT2 inhibitor	IP6K1 inhibitor	3T3 cytotox	SNCA expr inh
Cc1cnc(C(=O)NCCc2ncc(C)n2C2CCC2)cn1	-9%	0%	-14%	i	0	-24%	-3%
Cc1cccc(Nc2cc(C)nc3nc(-c4ccccc4)nn23)c1	/	/	5%	/	-7	/	24%
CC(C)Oc1ccc(-c2noc(-c3nnn4c3COC(c3ccc(F)cc3)C4)n2)cc1 (stereo not drawn)	5%	-8%	-4%	i	-9	-12%	-28%
